High-throughput results: PubChem BioAssay, several laboratories
MC4R ag barr – human MC4R agonism via beta-arrestin; U2OS MC4R beta-arrestin complementation, luminescence; percent of melanotan II response, DMSO zero; activation, % at 8.9 µM; AID 540308; hit rate 0.98% among 360,000;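 active = activation above a per-plate cutoff, the mean activation of sample wells on that plate plus 3 SD, cut at about 8% in these data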
TLR9-MyD88 block – TLR9-MyD88 interaction inhibition | CHO BLA complementation TLR9-MyD88, CCF4 FRET ratio | inhibition, % at 4.98 µM | AID 504734 | hit rate 0.21% among 340,000;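 active = inhibition above the mean over all tested compounds plus 3 SD, cut at about 21% in these data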;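 also: 0% = DMSO only wells and 100% = clavulanate BLA inhibitor control wells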
SRC2 inh – human SRC2 (NCOA2) inhibition; HEK293 GAL4-SRC2 luciferase reporter, luminescence; inhibition, % at 9 µM; hit rate 0.17% among 370,000;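 active = inhibition above the mean inhibition of all tested compounds plus 3 SD, set per campaign, cut at about 52% in these data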;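 also: 0% = DMSO treated cells and 100% = cells given Gossypol at 36 µM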
LRH-1 inv ag – inverse agonists of human LRH-1 (NR5A2). HEK293T StAR-luciferase reporter, LRH-1 transfected, 24 h. hit rate 0.13% among 360,000. inhibition, % at 3.6 µM. AID 602396. O00482;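 active = inhibition above the mean inhibition of all tested compounds plus 3 SD, cut at about 73% in these data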;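 also: 0% = DMSO wells and 100% = reporter-only cells lacking LRH-1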
MC4R antagonist – human MC4R antagonism in cAMP assay; hit rate 0.48% among 360,000; MC4R-expressing cells, MTII-stimulated cAMP, LANCE TR-FRET; inhibition, % at 6.5 µM; P32245; AID 540295;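 active = inhibition above its plate's cutoff, the mean of tested wells on that plate plus 3 SD, cut at about 29% in these data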;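 also: 0% = Melanotan II alone and 100% = Melanotan II plus saturating MCL0020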
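Test system: U2OS cells stably expressing human melanocortin 4 receptor (MC4R); also added: Melanotan II challenge; compound: 6.5 µM single dose; timing: 30-min compound preincubation, 1-h Melanotan II challenge, 1-h detection, room temperature; signal: Eu-cAMP/anti-cAMP TR-FRET, emission 671 nm; repeats: one well per compound, no replicates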
SRC1 inh – human NCOA1 inhibition. HEK293 GAL4-SRC1 luciferase reporter, luminescence. inhibition, % at 3.6 µM. hit rate 0.12% among 360,000;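 active = inhibition above the campaign mean plus 3 SD, with each screening campaign given its own cutoff, cut at about 60% in these data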;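 also: 0% = DMSO treated cells and 100% = gossypol at 36 µM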
NOD2-RIPK2 inh – blocks binding of human NOD2 to RIPK2. O43353. CHO BLA complementation NOD2-RIPK2, CCF4 ratio. inhibition, % at 4.98 µM. hit rate 0.38% among 360,000; in the data active = inhibition above about 21%;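 also: 0% = vehicle only and 100% = reference blocker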
ABHD5-PLIN5 inh – blocks binding of human ABHD5 to perilipin-5 | Split G. princeps luciferase complementation, luminescence, 4 h | inhibition, % at 4 µM | hit rate 0.78% among 360,000 | AID 602281;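 active = inhibition above the mean inhibition across every tested compound plus 3 SD, cut at about 22% in these data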;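 also: 0% = DMSO only wells and the 100% control is not disclosed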
EBV LMP1 NFkB – Epstein-Barr LMP1 NF-kappaB reporter inhibition; LMP1-induced NF-kappaB luciferase reporter cells, luminescence; inhibition, % at 12.5 µM; hit rate 0.69% among 350,000; AID 504558; in the data active = inhibition above about 41%;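 also: 0% = neutral control wells and 100% = reference inhibitor control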
NR2F2 inh – inhibitors of human COUP-TFII (NR2F2); P24468; HEK293T NGFI-A luciferase reporter, luminescence; inhibition, % at 8.6 µM; hit rate 0.7% among 370,000; AID 686940;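 active = inhibition above a per-plate cutoff, mean inhibition of test wells between control levels plus 3 SD, cut at about 38% in these data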;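 also: cells cotransfected with COUP-TFII expression vector driving the NGFI-A reporter; 0% = median of COUP-TF2 test wells and 100% = reporter-only cells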
SRC3 inh – inhibits human SRC3 coactivator | Q9Y6Q9 | HEK293 GAL4-SRC3 luciferase reporter, luminescence | inhibition, % at 3.6 µM | hit rate 0.17% among 360,000;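 active = inhibition above a per-campaign cutoff, the mean of all compounds plus 3 SD, cut at about 60% in these data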;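 also: 0% = DMSO-treated cells and 100% = gossypol-treated cells at 36 µM; higher means less SRC3-driven luciferase light from the GAL4 reporter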
Target sequence (Q9Y6Q9 whole entry, looked up, the tested form may be a part): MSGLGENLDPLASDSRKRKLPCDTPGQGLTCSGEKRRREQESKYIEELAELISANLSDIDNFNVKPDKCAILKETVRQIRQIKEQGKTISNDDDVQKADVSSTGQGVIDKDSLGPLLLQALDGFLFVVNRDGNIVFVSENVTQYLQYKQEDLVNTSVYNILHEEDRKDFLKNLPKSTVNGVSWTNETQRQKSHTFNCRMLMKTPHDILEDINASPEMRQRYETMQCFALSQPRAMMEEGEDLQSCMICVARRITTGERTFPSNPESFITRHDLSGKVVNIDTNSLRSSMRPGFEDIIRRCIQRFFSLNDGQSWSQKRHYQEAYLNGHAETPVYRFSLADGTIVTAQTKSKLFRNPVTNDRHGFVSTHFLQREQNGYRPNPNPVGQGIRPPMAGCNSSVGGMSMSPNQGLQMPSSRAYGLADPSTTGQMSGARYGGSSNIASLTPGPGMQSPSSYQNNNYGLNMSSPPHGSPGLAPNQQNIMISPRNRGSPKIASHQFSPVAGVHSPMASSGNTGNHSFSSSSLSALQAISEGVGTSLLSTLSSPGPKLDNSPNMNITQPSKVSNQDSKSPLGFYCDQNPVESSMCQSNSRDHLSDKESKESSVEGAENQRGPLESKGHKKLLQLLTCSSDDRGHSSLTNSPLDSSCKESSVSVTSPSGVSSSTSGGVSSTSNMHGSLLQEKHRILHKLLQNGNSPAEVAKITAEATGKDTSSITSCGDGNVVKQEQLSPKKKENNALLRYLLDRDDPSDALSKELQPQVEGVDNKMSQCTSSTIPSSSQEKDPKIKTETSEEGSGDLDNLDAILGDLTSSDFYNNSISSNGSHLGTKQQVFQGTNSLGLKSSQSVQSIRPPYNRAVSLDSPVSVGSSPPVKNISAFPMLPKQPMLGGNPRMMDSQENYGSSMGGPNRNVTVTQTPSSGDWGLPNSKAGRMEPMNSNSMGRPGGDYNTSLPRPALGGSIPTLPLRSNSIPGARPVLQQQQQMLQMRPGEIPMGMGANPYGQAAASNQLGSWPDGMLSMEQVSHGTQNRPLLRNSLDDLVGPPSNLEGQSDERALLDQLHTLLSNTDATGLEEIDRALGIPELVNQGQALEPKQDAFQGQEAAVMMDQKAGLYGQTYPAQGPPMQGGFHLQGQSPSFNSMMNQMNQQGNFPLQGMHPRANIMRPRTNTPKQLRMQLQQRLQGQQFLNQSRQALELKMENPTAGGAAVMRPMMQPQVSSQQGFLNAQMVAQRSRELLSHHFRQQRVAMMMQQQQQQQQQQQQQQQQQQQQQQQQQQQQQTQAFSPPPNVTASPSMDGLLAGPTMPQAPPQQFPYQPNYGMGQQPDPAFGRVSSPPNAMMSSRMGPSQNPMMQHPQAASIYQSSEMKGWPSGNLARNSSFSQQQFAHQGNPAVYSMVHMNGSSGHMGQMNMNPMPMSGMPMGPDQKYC
The depositor's hits bear a star; . = not tested or not shown. Some of the compounds tested, so the mix of outcomes need not match the whole.

SMILES	MC4R ag barr	TLR9-MyD88 block	SRC2 inh	LRH-1 inv ag	MC4R antagonist	SRC1 inh	NOD2-RIPK2 inh	ABHD5-PLIN5 inh	EBV LMP1 NFkB	NR2F2 inh	SRC3 inh
Cc1ccnc(NC(=O)CCCNC(=O)c2ccc(Cl)cc2)c1	-1.6	1	-31	-84	6	-49	-5	8	-11	-19	-44
Cc1ccc(S(=O)(=O)C2CCCCC2=O)cc1 (stereo not given)	0.1	-1	-21	6	-1	-1	-9	-9	13	3	-8
Cc1ccc(N=C2NC(=O)/C(=C\c3ccsc3)S2)c(C)c1	2.9	1	16	7	18	-13	-3	-1	8	9	-1
Cc1nc(C(=O)N2CCCC(C(=O)c3cccc(OC(C)C)c3)C2)cs1 (stereo not given)	-0.7	-6	8	34	8	14	-8	14	7	9	14
CN1CCC(N(C)C(=O)CNC(=O)c2ccc(C(C)(C)C)cc2)CC1	-2.6	-1	-8	16	-5	-13	6	-1	-9	-2	14
COc1cccc(N2CCN(C(=O)c3ccc(CS(=O)Cc4ccccc4Cl)o3)CC2)c1 (stereo not given)	0.2	8	-16	3	6	10	-3	5	5	-2	-6
Clc1ccc(-c2cnc3n2CCC3)cc1	1.3	-9	1	-21	-5	-19	3	0	-16	-1	-19
CC(C(=O)N(C)C)N(C#N)c1nc(N(C)C)nc(N(C)C)n1 (stereo not given)	-2.3	-6	-12	-1	1	-6	5	-1	4	-3	6
COc1ccc(NC(=O)CS(=O)(=O)c2ccc(F)cc2)cc1	-1.1	-7	-28	-16	9	2	-9	-7	13	1	-11
N#Cc1nc(-c2ccc(F)cc2)oc1N1CCN(C(=O)c2ccco2)CC1	0.3	-7	12	-13	5	8	-20	-2	0	-4	17
Cc1ccccc1C(=O)N1CCC2CC1c1cc(Cl)ccc12 (stereo not given)	-0.7	-2	-6	-4	11	10	-3	-8	2	10	-25
CNS(=O)(=O)c1cccc(C(=O)NC2CCCc3ccccc32)c1 (stereo not given)	-0.4	-8	-2	10	20	-13	-1	-2	-2	-9	-20
CCOC(=O)C1=C(c2ccccc2)NC(SCC(=O)NC2CCCCC2)=C(C#N)C1c1ccco1 (stereo not given)	2.5	0	-35	-18	2	1	-6	-4	0	5	-21
COc1ccc(Nc2nnc(SCC(=O)Nc3cc(C)on3)s2)cc1	2.0	0	-51	-12	9	-45	-11	1	-4	-3	-23
COc1ccc(N(C=O)C(=S)SC)cc1	-1.3	-13	1	-19	-1	-22	-1	-1	-17	-8	18
CCOc1ccc2nc(/N=C/c3c(C)[nH]n(-c4ccc(C)cc4)c3=O)sc2c1	-0.1	5	-57	-52	1	-65	-2	-17	-15	-11	-57
CCOc1ccc(-n2nc3ccc(NC(=O)CC)cc3n2)cc1	-1.1	-2	-20	-69	9	-47	-4	0	-11	-11	-97
Cc1ccc(NC(=O)CC2S/C(=N/N=C3/NC(=O)CS3)NC2=O)cc1 (stereo not given)	0.7	-5	-48	14	2	-24	0	3	1	-9	-1
Cc1ccccc1C(=O)OC(C)CN1CCOCC1 (stereo not given)	-1.1	-3	-17	-11	0	8	-9	-3	-6	-12	8
CC(C)(C)OC(=O)N1CCC(C(=O)O)CC1	-0.8	3	0	6	2	3	2	5	-4	10	9
CS(=O)(=O)N(CC(=O)Nc1ccc(S(=O)(=O)N2CCCC2)cc1)c1cccc(F)c1	-0.9	-9	8	15	11	-2	4	2	-8	-14	13
CC(C)(C)Cc1c(-c2ccc(C#N)cc2)nc2c(Cl)cc(C(F)(F)F)cn12	.	.	-6	12	.	-6	-16	4	.	11	18
CCOc1ccc2nc(SC3CC(=O)N(c4ccc(OC)cc4OC)C3=O)sc2c1 (stereo not given)	-0.4	-19	-23	-42	22	-44	-3	-7	-7	-27	-37
CC(=O)N1c2ccc(S(=O)(=O)NCCC(=O)Nc3ccc(C)cn3)cc2CC1C (stereo not given)	-3.5	0	21	17	-4	-33	-5	-5	-9	-14	5
COc1ccc(CCNC(=O)CN(C)S(=O)(=O)c2ccc(Br)s2)cc1OC	1.1	-15	18	10	-5	5	-8	5	-6	3	12
Additional records follow:
SMILES	MC4R ag barr	TLR9-MyD88 block	SRC2 inh	LRH-1 inv ag	MC4R antagonist	SRC1 inh	NOD2-RIPK2 inh	ABHD5-PLIN5 inh	EBV LMP1 NFkB	NR2F2 inh	SRC3 inh
Cc1cccc(NC(=O)c2ccc([N+](=O)[O-])o2)c1	-1.9	7	32	48	7	-5	-5	1	-14	1	7
CN(C)S(=O)(=O)c1cccc(NC(=O)c2cc3c(=O)n4ccccc4nc3s2)c1	1.8	-8	2	4	2	24	-2	5	1	-9	9
CC1CCc2c(sc(NC(=O)CSc3ncnc4c3cnn4-c3ccccc3Cl)c2C#N)C1 (stereo not given)	-2.1	-2	-10	-4	13	-4	4	-1	1	22	22
COC(=O)c1cc(NC(=O)Cc2coc3cc(OC)ccc23)cc(C(=O)OC)c1	3.9	1	-4	-7	5	9	3	-2	3	6	-21
CCn1c(C)nc([N+](=O)[O-])c1C(=O)O	0.2	8	-32	-12	8	0	-13	7	-7	7	26
CC(C)(C)CC(=O)N[C@@H](Cc1ccccc1)c1nc2ccccc2[nH]1	-2.0	-1	.	19	13	13	-2	-6	-3	.	-10
COc1ccc(S(=O)(=O)NC2CCCCC2)cc1C	-2.8	-11	.	-10	5	8	-11	0	-1	.	-7
Cc1cc2ncn(CCOc3ccccc3C#N)c2cc1C	0.7	0	1	5	20	-1	4	0	-7	-17	-10
COc1ccc(NCc2ccsc2)cc1	-1.0	-9	4	0	0	1	-2	5	-4	-26	0
CCC(=O)N(C)CCc1cc2c(c(OC)c1/C=N/NS(=O)(=O)c1ccc(C)cc1)OCO2	-1.6	-1	13	-3	-1	-46	4	3	-10	-10	12
CC(NC(=O)C1CCN(Cc2ccccc2)CC1)c1cccc2ccccc12 (stereo not given)	-0.8	.	-2	6	6	-68	3	2	.	-4	-3
CCC(CC)C(=O)Nc1nnc(CCc2ccccc2)s1	4.4	4	2	-1	-10	9	1	5	-3	13	-3
Cc1ccc(C2CC(c3ccccc3)=NN2C(=O)CSc2nnc(-c3ccc(Cl)cc3)o2)o1 (stereo not given)	0.5	2	-6	-4	9	-4	5	3	2	0	23
O=C(c1ccc(F)cc1)C1CCN(C(=O)c2ccccc2)CC1	0.3	-2	17	16	1	9	6	4	14	-8	0
CN(C(=O)COC(=O)c1ccc2ccccc2n1)C1CCCCC1	0.4	-18	32	-30	2	-4	-8	-4	0	1	-26
CCN1CCN(c2ccc(S(=O)(=O)N3CCOCC3)cc2NC(=O)CC(C)C)CC1	-2.1	6	-22	8	2	-1	-3	-6	-11	-2	-6
COc1cc(C(=O)Nc2ccc(NC(=O)C(C)C)nc2)cc(OC)c1OC	-1.4	1	-5	23	1	-3	-3	-4	-5	16	4
CCCCN(CCCC)S(=O)(=O)c1ccc(SCC(=O)OCC)c([N+](=O)[O-])c1	-2.0	7	11	5	3	-6	1	-7	-5	8	18
Cc1ccc(SCCC(=O)N/N=C/c2cccnc2)cc1	-0.1	4	24	15	3	-9	-1	-1	-2	17	-8
COCCn1ccc2c(OCC(=O)Nc3ccccc3OC)cccc2c1=O	-3.0	-11	-26	14	17	-10	-2	4	9	-12	9
COc1ccc(CCNC(=O)CSc2c[nH]c3ccccc23)cc1OC	1.6	6	2	15	11	-2	1	2	0	5	14
Cc1ccc(C(=O)N(CC(C)C)c2c(N)n(Cc3ccccc3)c(=O)[nH]c2=O)o1	4.3	5	11	4	1	-4	-4	5	2	-21	6
Cc1ccc(NS(=O)(=O)c2ccc(Br)cc2)nc1	0.0	.	-14	-10	4	-10	-14	2	20	22	16
COc1cc(CC2C(=O)OCC2C(=O)c2ccc3c(c2)OCO3)cc(OC)c1OC (stereo not given)	0.5	-3	16	-11	-7	-17	1	1	6	-14	-47
Cc1ccc(NC(=O)Cn2nc([N+](=O)[O-])c(Br)c2C)cc1C	3.6	2	-16	-9	1	4	-5	0	-2	15	3
Cc1nnc(NC(=O)CCNC(=O)c2ccccc2Cl)s1	1.3	-7	-9	-3	8	-53	0	-4	7	6	8
OCCCNc1ncnc2c1ncn2[C@H]1CN(C2CCCC2)C[C@@H](CO)O1	-0.5	.	-15	-10	-3	-4	-6	-4	.	-16	5
CC1(C(=O)O)CCC(C(=O)Nc2ccccc2O)C1(C)C (stereo not given)	0.8	-9	14	20	-3	-8	-16	0	0	-4	4
